MMP-13 inhibitor = inhibitors of human MMP13; P45452; MMP-13 fTHP FRET cleavage, Mca fluorescence; actives 0.07% (n = 65,000); inhibition, % at 4 µM;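 active = inhibition above the mean of compound-free control plate wells plus 3 SD, cut at about 14% in these data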;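 note: 0% = DMSO wells and 100% = wells with reference MMP-13 inhibitor after basal subtraction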
HTR1E agonist = agonists of human 5-HT1E serotonin receptor. P28566. CHO 5-HT1E Ga15 NFAT-bla reporter, FRET; 0% DMSO wells, 100% control agonist wells. activation, % at 6 µM. actives 0.69% (n = 65,000). AID 574;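 active = activation above a set limit, the screen-wide mean activation plus 3 SD, cut at about 8.5% in these data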;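 note: 100% = positive control agonist at 1 µM giving full maximal response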
RORa activator = RORA (human) activation; CHO-K1 Gal4-RORA LBD luciferase reporter, luminescence; percent increase over mock-subtracted basal signal; activation, % at 10 µM; actives 1.5% (n = 65,000); AID 560; P35398;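 active = activation above the mean of all tested compounds plus 3 SD, cut at about 49% in these data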;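 note: 0% = DMSO-treated RORA cells and 100% = added signal equal to DMSO minus mock-transfected cells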
Target sequence (P35398 whole entry, looked up, the tested form may be a part): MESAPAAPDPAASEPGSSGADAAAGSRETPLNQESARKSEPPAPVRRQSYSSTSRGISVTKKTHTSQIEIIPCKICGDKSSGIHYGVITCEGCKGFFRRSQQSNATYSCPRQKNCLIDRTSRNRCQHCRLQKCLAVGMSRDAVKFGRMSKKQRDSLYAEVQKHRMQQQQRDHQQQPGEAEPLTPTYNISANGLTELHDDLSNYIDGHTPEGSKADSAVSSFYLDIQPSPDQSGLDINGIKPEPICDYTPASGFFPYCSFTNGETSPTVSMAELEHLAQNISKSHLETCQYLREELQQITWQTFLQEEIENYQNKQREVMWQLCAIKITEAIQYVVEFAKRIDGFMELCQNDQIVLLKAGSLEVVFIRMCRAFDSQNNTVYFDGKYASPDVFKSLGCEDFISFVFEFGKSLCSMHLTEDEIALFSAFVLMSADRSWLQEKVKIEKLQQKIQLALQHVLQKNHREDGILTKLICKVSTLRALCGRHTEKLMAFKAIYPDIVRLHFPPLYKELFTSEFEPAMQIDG
SF-1 act = activators of human nuclear receptor SF-1 | actives 1.9% (n = 65,000) | Q13285 | CHO-K1 Gal4-SF-1 LBD luciferase reporter; % increase over DMSO SF-1-specific signal | activation, % at 10 µM;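 active = activation above the mean activation of all tested compounds plus 3 SD, cut at about 50% in these data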
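Assay system – CHO-K1 cells with Gal4–hSF-1 LBD chimera plus Gal4-driven luciferase · Quantity – 4,000 cells per well · Times – compound added 1 h post-seeding, 20 h exposure at 37 °C, 5% CO2 · Measured by – luciferase light emission · Benchmarks – DMSO and mock-transfected background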
5HT1E antag = blocks the human 5-HT1E serotonin receptor; P28566; CHO 5-HT1E Ga15 NFAT-bla reporter, FRET, antagonist; inhibition, % at 6 µM; actives 0.99% (n = 65,000); AID 571;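 active = inhibition above a set limit, the mean inhibition across every tested compound plus 3 SD, cut at about 29% in these data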;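 note: signal is the 460 over 535 nm emission ratio of beta-lactamase substrate; 0% = agonist plus DMSO wells and 100% = wells without agonist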
tolC growth inh = growth inhibitors of E. coli BW25113 tolC mutant; growth inhibition, % at 10 µM (by protocol); actives 2.2% (n = 65,000); OD615;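 active = growth inhibition at or above a cutoff equal to the mean over every tested compound plus 3 SD, cut at about 60% in these data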;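 note: growth measured after 20 h incubation at 37 °C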
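Assay system: tolC-deleted E. coli BW25113. Medium: kanamycin-containing LB broth (50 µg/mL). Dosing: 10 µM final, single dose. Timing: bacterial growth with compound for 20 h at 37 °C. Detection: A615 absorbance measurement. Read-out basis: growth inhibition in percent.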
5HT1a ag = agonists of human 5-HT1a serotonin receptor. P08908. CHO 5-HT1a Ga15 NFAT-bla reporter, FRET ratio; 0% basal, 100% maximal reference agonist. activation, % at 10 µM. actives 0.56% (n = 65,000). AID 567;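 active = activation above the screen-wide mean activation plus 3 SD, cut at about 19% in these data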;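 note: 0% = DMSO wells and 100% = 5-CT at EC100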
Target sequence (P08908 whole entry, looked up): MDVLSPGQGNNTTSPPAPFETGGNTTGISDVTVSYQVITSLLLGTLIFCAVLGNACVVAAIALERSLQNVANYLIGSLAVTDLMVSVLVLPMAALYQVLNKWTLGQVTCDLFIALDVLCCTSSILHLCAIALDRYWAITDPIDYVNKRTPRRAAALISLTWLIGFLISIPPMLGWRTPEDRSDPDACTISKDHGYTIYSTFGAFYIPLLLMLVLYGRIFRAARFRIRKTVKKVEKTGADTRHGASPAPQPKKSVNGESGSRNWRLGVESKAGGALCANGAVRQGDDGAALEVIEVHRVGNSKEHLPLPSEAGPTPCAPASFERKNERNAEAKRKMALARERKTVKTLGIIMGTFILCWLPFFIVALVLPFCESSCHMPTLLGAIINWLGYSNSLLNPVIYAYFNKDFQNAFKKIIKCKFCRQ
5-HT1A blocker = antagonists of human 5-HT1a serotonin receptor; P08908; CHO 5-HT1a Ga15 NFAT-bla reporter, antagonist mode; inhibition, % at 10 µM; actives 0.68% (n = 62,000);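 active = inhibition above the mean of all tested compounds plus 3 SD, cut at about 43% in these data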;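 note: receptor stimulated by 5-CT agonist at 100 nM near EC80; beta-lactamase reporter measured by ratiometric fluorescence of a cleavable substrate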
NADH coupling = inhibitors of enzymes used to reach an NAD/NADH endpoint; coupled PK/LDH NADH assays, four targets; IC50, µM (doses to about 10 µM), for the others: at the top dose inhibition; actives 0.02% (n = 65,000); AID 774;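 active = single-dose screening hits from any of four coupled enzyme assays that gave an IC50 when retested across doses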;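 note: the DPM-DC format reads NADH fluorescence rather than 340 nm absorbance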
* hit, by the source's call; · = no result given; [ ] = dose if it differs, or a comment.

SMILES | MMP-13 inhibitor | HTR1E agonist | RORa activator | SF-1 act | 5HT1E antag | tolC growth inh | 5HT1a ag | 5-HT1A blocker | NADH coupling
CCOC(=O)N1CCC(O)(c2cc(C)c(C)cc2C)CC1 | 3.3 | 1.0 | 0.6 | -23.9 | -9.1 | -4.1 | -5.3 | -8.2 | 3.0%
Cc1ccc(S(=O)(=O)N2CCCC2C(=O)NCc2ccco2)cc1 (centres undefined) | 1.1 | -2.1 | -1.9 | -8.8 | -1.2 | -7.5 | -1.6 | 6.0 | 7.0%
COC(=O)c1ccc(C(=O)OC)c(NC(=O)c2cc3ccccc3o2)c1 | -4.1 | 0.5 | -1.9 | 20.0 | -6.2 | 0.8 | 2.2 | · | 2.0%
COc1ccccc1NC(=O)C1=C(C)Nc2ncnn2C1c1ccc(C)o1 (centres undefined) | -0.5 | 0.0 | 0.8 | -30.8 | -0.1 | -5.1 | 0.3 | 0.7 | 3.0%
CCc1ccccc1NC(=O)c1cnc2n(c1=O)CCS2 | 1.9 | -0.1 | 17.5 | 18.3 | -2.2 | -4.3 | -4.8 | -7.6 | 1.0%
Cc1ccc2nc(NCc3ccco3)c(C=NCc3ccco3)c(=O)n2c1 | -3.0 | -0.7 | 26.8 | -4.9 | 8.8 | 17.2 | 0.0 | 2.0 | 2.0%
COc1ccccc1NC(=O)CCn1c(=O)sc2ccccc21 | 6.6 | 0.6 | -10.1 | -10.5 | -8.2 | -6.5 | -1.0 | -3.5 | 1.0%
CCOc1ccc2[nH]c(=O)c(C(c3nnnn3Cc3ccco3)N3CCCC(C)C3)cc2c1 (centres undefined) | -21.3 | -0.6 | -10.7 | -11.6 | 8.6 | 41.5 | -0.4 | 3.0 | 8.0%
CCn1c2ccccc2c2cc(NC(=O)c3ccco3)ccc21 | -0.6 | -1.0 | -14.5 | 7.7 | -4.6 | 87.4* | -3.2 | 7.8 | 3.0%
CCOC(=O)c1cnc(-n2cc(C)cn2)nc1Nc1ccccc1OC | 0.7 | -0.6 | -2.0 | 3.9 | 14.6 | 16.0 | -2.4 | 1.3 | 3.0%
CCOC(=O)N1CCN(S(=O)(=O)c2cc(Cl)ccc2Cl)CC1 | 1.0 | 1.0 | 4.9 | -12.7 | -1.2 | -4.6 | 1.4 | 4.4 | 4.0%
CC1Cc2ccccc2N1C(=O)COC(=O)Cn1cnc2ccccc2c1=O (centres undefined) | -7.6 | 0.4 | -18.8 | 0.6 | -14.2 | -1.0 | -5.3 | -4.2 | 8.0%
CCOC(=O)N1CCN(c2nc(-c3ccco3)cc(C(F)(F)F)n2)CC1 | 5.0 | -0.3 | 6.6 | -0.1 | 2.7 | 8.4 | 1.2 | 9.6 | 11.0%
CC1=C(C(=O)OC(C)C)C(c2cccnc2)C2=C(CCCC2=O)N1 (centres undefined) | -21.5 | 0.4 | -5.8 | 1.9 | 4.7 | -5.0 | -1.2 | 1.2 | 4.0%[fluoresces]
Cc1cccc(Cn2c(CN3CCN(Cc4ccccc4)CC3)nc3c2c(=O)[nH]c(=O)n3C)c1 | -11.9 | 0.8 | -0.4 | -6.8 | 6.6 | 7.4 | 2.4 | -14.8 | 3.0%
COc1ccc(NC(=O)C(NS(=O)(=O)c2ccc3c(c2)CCCN3C(C)=O)C(C)C)c(OC)c1 (centres undefined) | 1.7 | 16.6* | -13.2 | 8.1 | -8.8 | -5.7 | -3.9 | -5.4 | 7.0%
O=C(c1ccccc1)N1CCN(Cc2ccccc2Br)CC1 | 2.3 | 0.7 | 2.0 | -4.1 | -3.4 | 3.2 | -1.3 | -16.9 | 2.0%
O=C(NCCCn1ccnc1)Nc1cccc(Cl)c1 | 3.7 | 0.1 | 2.4 | 4.3 | -5.0 | -11.1 | -0.3 | -2.7 | 7.0%
Cc1[nH]c2ccc(-c3nnc(SCC(=O)c4ccccc4F)o3)cc2c1C | 1.9 | 0.8 | 6.8 | 19.2 | -4.9 | 21.6 | -0.8 | 6.6 | 5.0%
CCOC(=O)CNC(=O)c1c2c(nc3ccccc13)CCCC2 | 3.9 | -1.7 | -18.9 | 11.4 | 16.2 | -14.5 | -2.7 | 11.9 | 9.0%
COc1ccc(CC(=O)Nc2nc3n(n2)C(c2ccccc2)CC(=O)N3)cc1OC (centres undefined) | -10.7 | 0.0 | 12.6 | -9.6 | -4.3 | -16.2 | -2.4 | 1.9 | 5.0%
CCn1cc(C(=O)NCc2ccc(OC)cc2OC)c(=O)c2ccc(C)nc21 | 3.4 | -0.5 | -7.1 | -0.4 | 3.8 | 28.2 | -1.1 | 0.8 | 4.0%
Cc1ccc(C2(c3ccc(C)cc3)NC(=O)N(Cc3c(C)noc3C)C2=O)cc1 | 2.5 | 0.1 | -15.1 | 0.0 | 2.4 | 94.9* | -0.2 | 1.9 | 3.0%
Cc1c(CCC(=O)O)c(=O)oc2cc3occ(-c4ccc(F)cc4)c3cc12 | -10.3 | -0.8 | -9.7 | -8.5 | -2.0 | 100.0* | -0.2 | -17.1 | 9.0%
CS(=O)(=O)N(CC(=O)N1CCN(c2cccc(Cl)c2)CC1)C1CCCCC1 | 2.5 | -0.6 | -14.6 | -18.0 | -4.2 | 8.1 | -0.2 | 3.4 | 2.0%
COc1ccc(C2C(C(=O)OC3CCCCC3)=C(C)Nc3nnnn32)c(OC)c1OC (centres undefined) | 4.1 | 0.6 | -2.9 | 4.3 | 3.5 | -4.0 | 4.9 | -3.7 | 7.0%
COC(=O)c1nc(NC2=NCCCCC2)n[nH]1 | -7.8 | 0.1 | 7.8 | -14.1 | -2.4 | -17.3 | -3.2 | -10.3 | 0.0%
O=S(=O)(Nc1ccc2c(c1)OCCO2)c1cccc2cccnc12 | 5.7 | -1.2 | 9.3 | 19.4 | 17.1 | -3.5 | -3.2 | 10.4 | 8.0%
CCCS(=O)(=O)N1CCCC(C(=O)NCCCN(C)Cc2ccccc2)C1 (centres undefined) | 2.4 | -0.8 | 7.3 | 11.4 | 1.6 | -33.0 | -4.7 | -3.7 | 2.0%
COc1cccc(CNC(=O)c2cc3oc4ccccc4c3n2C)c1OC | -2.3 | -0.5 | -7.8 | -4.6 | -7.3 | -2.0 | -1.9 | -11.1 | 6.0%
CCn1cc(C(=O)NCc2ccco2)c2cc(OC)c(OC)cc2c1=O | -5.9 | -0.6 | -6.8 | 8.3 | 10.0 | -3.4 | 1.1 | 2.5 | 4.0%
COc1ccccc1N1CCN(C(=O)CSc2ncccc2-c2nc3ccccc3[nH]2)CC1 | -11.4 | 21.8* | -8.5 | -6.9 | -1.9 | 2.2 | 5.1 | 14.4 | 12.0%
CC1CCN(Cc2nc3c(c(=O)n(C)c(=O)n3C)n2Cc2cccc3ccccc23)CC1 | 0.9 | 0.1 | -13.4 | -9.8 | 5.1 | -5.5 | -3.0 | 11.2 | 3.0%
O=C(Cn1nc(C(F)(F)F)c2c1CCCC2)NC1CCCC1 | 0.9 | 1.6 | 6.8 | 4.3 | -7.9 | -9.5 | -5.5 | 12.0 | 8.0%
Cc1ccccc1CSc1nnc(-c2cccnc2)n1N | 4.9 | -0.7 | -7.2 | 31.3 | 7.2 | -8.1 | -0.5 | 11.6 | 6.0%
CCCc1[nH]nc2c1C(c1c(C)nn(-c3ccccc3)c1Cl)C(C#N)=C(N)O2 (centres undefined) | -2.2 | -0.9 | -11.9 | 6.3 | 9.5 | 13.5 | 2.0 | · | 1.0%
Cc1noc(NS(=O)(=O)c2ccc(NC(=O)CSc3nc4ccccc4[nH]3)cc2)c1C | -3.8 | 0.4 | 3.4 | -11.7 | -0.4 | 10.8 | -1.3 | -12.7 | 6.0%
O=c1oc2ccccc2c(O)c1/C=N/c1ncccn1 | -7.5 | 0.1 | 1.9 | 11.2 | -1.3 | -7.1 | -3.5 | 0.4 | 9.0%
CC(=O)N(C)c1ccc(OCC(O)COc2ccc(N(C)C(C)=O)cc2)cc1 | 1.6 | -2.2 | -0.6 | 4.2 | -1.1 | -12.9 | -0.4 | -2.4 | 9.0%
COc1ccc(CCNC(=O)CS(=O)Cc2nc(-c3cccs3)oc2C)cc1OC (centres undefined) | -0.2 | 0.1 | -13.2 | -5.6 | 15.2 | 4.6 | 0.5 | 9.5 | 2.0%
Cc1cc(=O)[nH]c(SC/C=C/c2ccccc2)n1 | 3.5 | 0.2 | -13.7 | -9.8 | -8.8 | 4.9 | -2.3 | -0.9 | 6.0%
Cc1ccc2cc(CCNC(=O)C3CCCC3)c(=O)[nH]c2c1 | 1.1 | -0.2 | 11.9 | -3.1 | 2.7 | -8.9 | -0.4 | -3.6 | 6.0%
CCN(C(=O)COc1ncnc2scc(-c3ccc(F)cc3)c12)C1CCS(=O)(=O)C1 (centres undefined) | -5.1 | -0.5 | 9.4 | -2.5 | -7.8 | -3.1 | -1.2 | -0.7 | 5.0%
Cc1cc(C)c2[nH]c(=O)c(CN(CC3CCCO3)S(=O)(=O)c3ccc4c(c3)OCCO4)cc2c1 (centres undefined) | 4.8 | 1.4 | 22.0 | -6.4 | 4.9 | 48.9 | -4.2 | -4.6 | 13.0%
CN1CCN(Cc2nc3c(c(=O)n(C)c(=O)n3C)n2CCCc2ccccc2)CC1 | 1.0 | -0.8 | -13.6 | -6.1 | -7.2 | 0.7 | -2.3 | 7.5 | 4.0%
CCOC(=O)Cc1nnc(NC(=O)CSc2ccccc2)s1 | 0.5 | -0.3 | 17.4 | -4.8 | 0.6 | 1.1 | -2.0 | 1.2 | 4.0%
C=COCCn1c(=N)n(CCC)c2ccccc21 | -1.5 | -0.6 | -18.8 | 7.7 | 6.1 | -3.0 | -3.9 | 10.2 | 6.0%
CCOC(=O)COc1cc(=O)n(CC)c2ccccc12 | -4.5 | -0.9 | 1.2 | 3.2 | 12.4 | -18.8 | -1.1 | -3.6 | 5.0%
CCOC(=O)CSc1nnc(CNC(=O)c2ccc(OC)cc2)n1Cc1ccccc1 | -1.4 | -0.6 | 11.0 | 0.5 | -2.2 | -9.2 | 1.9 | -9.4 | 7.0%
O=C(Nc1ccccc1)Nc1ccccc1C(=O)NCc1ccco1 | -4.2 | -0.6 | -19.4 | -2.6 | 6.7 | 11.3 | -2.6 | 18.9 | 5.0%
COc1cccc(C2N(c3ccc(Cl)cc3)C(=O)C3CCCN32)c1 (centres undefined) | 5.5 | 1.3 | -13.6 | 8.7 | 4.1 | -5.2 | -1.0 | 6.7 | 2.0%
O=C(O)CCC(=O)NC1CCCCCCC1 | -0.7 | -0.5 | 11.5 | -7.2 | 0.1 | -6.0 | 0.0 | -12.9 | 2.0%
Cc1csc(SCC(=O)c2ccc(S(=O)(=O)N3CCOCC3)cc2)n1 | 5.1 | 0.1 | 15.9 | 7.8 | -6.1 | 4.5 | -1.3 | 10.9 | 2.0%

From PubChem BioAssay
